Source: PubChem BioAssay
L major viab – inhibitors of Leishmania major promastigote growth; 200,000 tested, 9% active; Leishmania major promastigotes, resazurin fluorescence viability; inhibition, % at 10 µM; in the data active means inhibition above about 50%;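 further: promastigotes grown with compound for 44 hours at 28 °C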
Diaphorase inh – inhibits diaphorase or chemically oxidizes, flagging diaphorase assay artifacts | 190,000 tested, 0.69% active | AID 1217 | diaphorase resazurin-to-resorufin fluorescence, NADH, 16 min; bacterial (C. kluyveri) enzyme, not human | inhibition, % at 20 µM;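 active means primary screen inhibition at 20 µM above a set limit, cut at about 50% in these data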;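 further: plate controls were DMSO with full reaction for no effect and wells lacking NADH for full effect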
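Assay system – diaphorase enzyme from Clostridium kluyveri · Amount – diaphorase 0.14 U/mL (working solution) · Times – reaction incubation of 16 min at room temperature · Controls – No-NADH positive control and DMSO neutral control · Signal – resorufin fluorescence 544/590 nm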
PMI activator – phosphomannose isomerase (human) activation; purified human PMI, coupled resazurin fluorescence, 20 min; stronger effect = higher value; 1 = vehicle control, 0 substrate-free wells; activation factor at 20 µM; P34949; 190,000 tested, 0.005% active;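 active means activation factor of 2 or more at 20 µM, relative to plate controls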
Target sequence (P34949 whole entry, looked up): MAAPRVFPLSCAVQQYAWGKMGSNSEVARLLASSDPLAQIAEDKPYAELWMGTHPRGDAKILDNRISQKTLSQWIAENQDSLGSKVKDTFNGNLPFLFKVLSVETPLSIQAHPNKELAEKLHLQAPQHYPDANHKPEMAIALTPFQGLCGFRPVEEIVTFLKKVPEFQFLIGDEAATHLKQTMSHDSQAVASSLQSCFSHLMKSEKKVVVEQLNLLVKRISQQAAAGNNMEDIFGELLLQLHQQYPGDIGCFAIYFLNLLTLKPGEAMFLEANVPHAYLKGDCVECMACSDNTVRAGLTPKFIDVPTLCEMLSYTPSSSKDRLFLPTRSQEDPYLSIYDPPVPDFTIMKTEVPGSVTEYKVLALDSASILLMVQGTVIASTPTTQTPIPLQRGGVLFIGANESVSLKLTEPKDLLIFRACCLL
Diaphorase act – counter-screen for diaphorase-based assays: diaphorase activators and chemical reducers; 190,000 tested, 0.005% active; Diaphorase/resazurin coupled assay, resorufin fluorescence, 16 min; stronger effect = higher value; 1 = vehicle wells, 0 = NADH-free wells; activation factor at 20 µM;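 active means diaphorase activity raised at least twofold by the compound at 20 µM; inactive means activation factor below 2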
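Assay system: Purified diaphorase enzyme from Clostridium kluyveri | Amount: Enzyme 0.07 U/mL final | Dosing: Compound 20 µM once, DMSO 1% | Timing: 16 min reaction at room temperature | Detection: Fluorescence, excitation 544 nm and emission 590 nm | Evaluation: Higher resorufin formation from activation or reduction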
TNAP act hi DEA – increases human TNAP activity under high phosphate acceptor concentration; 200,000 tested, under 10 active; purified TNAP, CDP-star luminescence, 1 M DEA, 30 min; stronger effect = higher value; 0 = EDTA background, 1 = DMSO-only activity; AID 1136; P05186; activation factor at 20 µM;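 active means activation factor at least 2 at 20 µM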
Target sequence (P05186 whole entry, looked up): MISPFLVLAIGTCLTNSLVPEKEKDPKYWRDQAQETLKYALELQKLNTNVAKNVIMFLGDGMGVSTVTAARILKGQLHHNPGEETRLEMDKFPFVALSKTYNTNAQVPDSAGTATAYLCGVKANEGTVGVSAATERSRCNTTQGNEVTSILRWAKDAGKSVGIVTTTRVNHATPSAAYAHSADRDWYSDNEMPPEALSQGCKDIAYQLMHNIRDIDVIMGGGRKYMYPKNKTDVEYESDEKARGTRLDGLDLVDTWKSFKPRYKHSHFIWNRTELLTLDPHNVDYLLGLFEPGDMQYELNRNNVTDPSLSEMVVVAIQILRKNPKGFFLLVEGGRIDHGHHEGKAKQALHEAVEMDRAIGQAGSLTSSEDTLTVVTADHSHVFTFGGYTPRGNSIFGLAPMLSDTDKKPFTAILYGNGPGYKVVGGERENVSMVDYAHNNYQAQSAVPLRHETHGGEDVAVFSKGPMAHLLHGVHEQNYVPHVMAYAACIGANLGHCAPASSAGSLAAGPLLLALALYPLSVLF
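Control set: EDTA negative control, DMSO positive control / Assay system: human TNAP / Quantity: TNAP 1/800 final / Evaluation: TNAP activation factor scaled between EDTA and DMSO control wells / Measured by: luminescent substrate turnover signal / Compound dosing: one dose, 20 µM / Times: 30 min enzyme reaction at room temperature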
TNAP inh no acc – inhibitors of human TNAP without phosphate acceptor; P05186; purified TNAP, CDP-star luminescence, 30 min; inhibition, % at 20 µM; 200,000 tested, 0.26% active; AID 1012;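 active means tissue-nonspecific alkaline phosphatase inhibition above about 50% at 20 µM in the single-dose screen, limit read from the data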;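 further: 0% = DMSO negative control and 100% = EDTA positive control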
bIAP inhibitor – intestinal alkaline phosphatase (bovine) inhibition; purified bovine IAP, CDP-star luminescence, 30 min; inhibition, % at 20 µM; 190,000 tested, under 10 active; AID 1019;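 active means over 50% inhibition of intestinal alkaline phosphatase at 20 µM in the single-dose screen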
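Assay system – bovine IAP enzyme · Quantity – bovine IAP at 1/65,000,000 final dilution · Detection – CDP-star luminescence signal · Times – 30 min reaction at room temperature · Also added – CDP-star substrate at 30 µM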
PMI act satM6P – activators of human phosphomannose isomerase at near-saturating mannose 6-phosphate; coupled PMI enzyme assay, resazurin fluorescence, 20 min; stronger effect = higher value; 1 = untreated enzyme, 0 = substrate-free blank; activation factor at 20 µM; 190,000 tested, 0.34% active;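 active means activation factor of 2 or more at 20 µM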
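Test system: human phosphomannose isomerase with PGI, G6PDH, diaphorase coupling enzymes; Amount: PMI at 15 ng/mL final; Reagent: Mannose-6-phosphate 1.0 mM (near-saturating) plus 0.22 mM NADP+; Timing: 20 min, room temperature; Technique: resorufin fluorescence at Ex 544/Em 590 nm; Dosing: 20 µM single dose.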
TNAP inh hiacc – TNAP (human) inhibition, high acceptor. inhibition, % at 20 µM. 200,000 tested, 0.03% active. AID 1135. purified TNAP, CDP-star luminescence, 1 M DEA. P05186;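 active means over 50% inhibition of tissue-nonspecific alkaline phosphatase at 20 µM in the single-dose screen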;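 further: plate controls were DMSO wells for no effect and EDTA-quenched wells as full inhibition for full effect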
bIAP activator – intestinal alkaline phosphatase (bovine) activation; purified bovine IAP, CDP-star luminescence, 30 min; stronger effect = higher value; fold of DMSO-control signal, blank-subtracted; activation factor at 20 µM; 200,000 tested, 0.17% active;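 active means activation factor of 2 or more at 20 µM, a signal rise over negative controls twice the positive control's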
Active calls of the source: *; . = no result given.

SMILES	L major viab	Diaphorase inh	PMI activator	Diaphorase act	TNAP act hi DEA	TNAP inh no acc	bIAP inhibitor	PMI act satM6P	TNAP inh hiacc	bIAP activator
N#Cc1c(-c2ccccc2)c(-c2ccccc2)n(Cc2ccco2)c1NC(=O)c1cccs1	62*	21	0.9	0.8	1.1	-13	12	0.9	-10	0.9
Cc1cccc(NC(=O)c2cc([N+](=O)[O-])ccc2NCC2CCCO2)n1 (stereo unspecified)	-2	7	0.9	0.9	1	-5	3	1	2	1
CCOc1ccc(NC(=S)NNC(=O)c2cc(Br)ccc2Cl)cc1	-5	-14	1.1	1.1	1	-129	-30	1.3	-4	1.3
COc1ccc2nc3oc(C(=O)N4CCCCC4)cc3cc2c1	32	14	1	0.9	1	-6	-4	0.9	0	1
O=C(Nc1ccc2c(c1)CCC2)c1cc(S(=O)(=O)Nc2ccc(F)cc2)c(Cl)cc1Cl	60*	19	1	0.8	1	-5	-10	1	-2	1.1
COc1ccc(Nc2cc(C(=O)NCCCN3CCN(C)CC3)c3ccccc3n2)cc1	5	-4	1	1	1	-3	0	1.1	0	1
O=C(Cn1cnc2c(nnn2Cc2ccc(F)cc2)c1=O)NCc1ccc(F)cc1	-11	2	1.1	1	1	-9	6	1.1	-3	0.9
CC(=O)Nc1ccc(Nc2ccc3nonc3c2[N+](=O)[O-])cc1	-3	-6	1	1.1	0.8	16	20	1	22	0.8
CCOC(=O)c1sc(NC(=O)c2cc3c(C)nn(-c4ccccc4)c3s2)nc1C	.	10	1	0.9	1	-1	1	1	-5	1
O=C(NCc1cccnc1)C(=O)NCC(c1ccco1)N1CCOCC1 (stereo unspecified)	-14	-8	1.1	1.1	1	-9	-17	1.1	-4	1.2
COc1cccc(OC)c1C(=O)NC(=S)Nc1ccc2c(c1)OCCO2	-2	20	0.9	0.8	1	-6	0	0.8	-4	1
COc1cc(/C=C(\C#N)c2nc(-c3cc4ccccc4oc3=O)cs2)ccc1O	61*	7	0.8	0.9	0.6	20	8	0.9	38	0.9
O=C(NC1CCCC1)c1ccc(Br)o1	-1	5	1	1	1	-3	14	1	0	0.9
COCCn1c(SCC(=O)Nc2cc(C)on2)nc2ccccc21	4	8	1.6	0.9	1	-22	-8	1.5	0	1.1
CN(C)CCNC(=S)Nc1ccc(Cl)cc1Cl	13	6	1	0.9	1	0	-1	0.9	1	1
Cc1ccc(-c2nnc(N3CCOCC3)c3ccccc23)cc1S(=O)(=O)NCC1CCCO1 (stereo unspecified)	-5	-2	1.1	1	1	5	0	1.1	-4	1
O=c1oc2ccccc2cc1-c1csc(Nc2ccc(O)cc2)n1	0	27	0.9	0.7	1	-6	1	0.9	1	1
Cc1cc(C)cc(-n2nnnc2-c2cn(C)nc2C(F)(F)F)c1	-3	7	1	0.9	1	-5	-5	1	-2	1.1
COc1ccc(Br)cc1/C=C/C(=O)c1ccc(NC(C)=O)cc1	100*	12	0.9	0.9	1	-1	5	1	4	1
CC(=O)C1C(c2ccc(F)cc2)C2C(C)=NN=C2CC1(C)O (stereo unspecified)	-3	10	0.8	0.9	1	-14	20	0.9	4	0.8
Cc1ccc(SCc2ccc(C(=O)NCc3ccncc3)cc2)cc1	4	6	1	0.9	1	-5	8	1.1	-2	0.9
O=C1CN(C(=O)c2ccccc2F)c2ccccc2N1	17	13	0.9	0.9	1	-8	10	0.9	-1	0.9
CC(=O)Nc1ccc(NC(=O)CN2CCCC(C)C2)c(Cl)c1 (stereo unspecified)	-7	13	0.9	0.9	1.1	-8	-7	1	-6	1.1
CNc1nc(N)c(C(=O)Nc2cc(C)on2)s1	7	2	1.1	1	0.9	-8	-12	0.9	5	1.1
CCOC(=O)CC1=C(C#N)C(c2cccnc2)C(C(=O)OCC)=C(N)O1 (stereo unspecified)	-10	8	1	0.9	1	-9	9	1	-2	0.9
CC(=O)Nc1ccc(/C(C)=N/NS(=O)(=O)c2ccccc2)cc1	-2	-5	1.4	1	1	-5	12	1.4	-2	0.9
CC1Cc2ccccc2N1C(=O)Cn1nc(C(=O)O)c2ccccc2c1=O (stereo unspecified)	-1	-3	1	1	1	-3	7	1.1	-3	0.9
CC1=Nc2ccccc2/C1=C/c1c(N)n2c(S(=O)(=O)C(C)C)nsc2nc1=O	-2	1	1.2	1	0.9	0	14	1.2	7	0.9
COc1nonc1NC(=O)CSc1nc2ccccc2[nH]1	-1	-7	1.1	1.1	0.9	0	-49	1.1	5	1.5
Cc1cc(/C=C2\Sc3ccccc3N2C)cc(C)[n+]1CC1CCCO1 (stereo unspecified)	101*	4	1	1	0.9	-2	6	0.9	14	0.9
Cc1onc(-c2ccccc2)c1C(=O)Nc1cccc2nsnc12	3	12	0.9	0.9	1	-9	5	0.9	-3	0.9
CCC(C)(C)NC(=O)C(c1cccn1C)N(C(=O)Cn1nnc2ccccc21)c1ccc(NC(C)=O)cc1 (stereo unspecified)	0	21	0.9	0.8	1	-1	-21	0.8	0	1.2
O=C(CN1CCOCC1)Nc1cccc(Cl)c1Cl	-2	6	1	0.9	1	-8	5	1	-4	0.9
CCN1CCN(c2cc(=O)n(-c3cc(Cl)ccc3C)c(=O)[nH]2)CC1	-5	-1	1	1	1	-9	-6	1	1	1.1
COC(c1ccccc1)c1nnc(CCC(=O)N(C)C(C2CC2)C2CC2)o1 (stereo unspecified)	-1	14	1	0.9	1.1	-10	-10	0.9	-6	1.1
Cc1ccc(N=Cc2ccc(O)cc2O)cc1F	17	17	0.9	0.8	1	0	8	0.9	0	0.9
NC(=O)C1CCCN(C(=S)Nc2ccccc2)C1 (stereo unspecified)	-7	1	1	1	1	-8	14	1	-1	0.9
O=C(CSc1c2c(nc3cc(Cl)ccc13)CCCC2)NCCN1CCOCC1	59*	24	1	0.8	1	-11	1	1	0	1
Cc1ccccc1NC(=O)COc1ccc2oc(=O)cc(C)c2c1	-6	8	0.9	0.9	1	-3	-18	0.9	1	1.2
COc1ccccc1CNCc1ccc(OC)c(OC)c1OC	5	-9	1.1	1.1	0.9	2	6	1.2	9	0.9
Cc1cc(C(=O)NNC(=S)NC(C)c2ccccc2)cs1 (stereo unspecified)	6	0	1.1	1	1	-168	14	1	-2	0.9
O=C(NCC1COc2ccccc2O1)C1CCCN(S(=O)(=O)c2cnc[nH]2)C1 (stereo unspecified)	-5	-5	1	1.1	1	-5	6	1.1	0	0.9
O=C(CSc1nnc(-c2ccccc2)n1-c1ccc(Cl)cc1)NC1CCS(=O)(=O)C1 (stereo unspecified)	-4	9	0.9	0.9	1	1	13	1	-1	0.9
COc1cccc(NC(=O)COC(=O)c2ccccc2F)c1	-6	6	1	0.9	1	-11	10	1.1	4	0.9
O=C1C2C3CCCC3=C3CCCC3C2C(=O)N1c1ccccc1 (stereo unspecified)	11	6	1.1	0.9	1	-5	1	1	4	1
CCOC(=O)Cc1csc(NC(=S)NC(=O)c2ccccc2)n1	-7	18	0.8	0.8	1	9	-3	1	2	1
CC(C)c1ccc(N(C(=O)C(F)(F)F)C(C(=O)NC2CCCCC2)c2ccncc2)cc1 (stereo unspecified)	1	12	0.9	0.9	1	-4	-3	0.9	-3	1
CCC(/C=C1\Sc2ccc(OC)cc2N1CC)=C\c1sc2ccc(OC)cc2[n+]1CCCS(=O)(=O)[O-]	100*	14	0.8	0.9	1	48	-11	0.8	2	1.1
COc1ccccc1NC(=O)Cc1cccs1	6	17	0.8	0.8	1	-7	5	0.9	0	0.9
CC(Sc1ccccc1)C(=O)NN=C1CCCCCCC1 (stereo unspecified)	3	3	1	1	1	-6	1	1	2	1
COc1ccccc1CCNC(=O)CSc1nc(-c2ccco2)cc(C(F)(F)F)n1	5	18	0.9	0.8	1	-8	-1	0.9	-3	1
Cc1cccc(C)c1NC(=O)CCCSc1nnnn1C	-4	17	0.9	0.8	1.1	-14	1	0.9	-6	1
CO/N=C(/c1nonc1N)N1CCN(c2ccc([N+](=O)[O-])cc2)CC1	-4	13	0.9	0.9	0.9	-1	4	0.9	10	1
CCOP(=O)(OCC)C(Nc1ccc(C)cc1)c1ccco1 (stereo unspecified)	-5	5	1.1	0.9	1	-14	4	1.2	-3	1
CCCS(=O)(=O)N1CCC(C(=O)NCCCN(C)Cc2ccccc2)CC1	-4	19	0.9	0.8	1	-4	9	0.9	-3	0.9
COc1ccc(CNC(=O)Oc2ccccc2)cc1Cl	9	7	1	0.9	1	2	17	1	1	0.8
O=C(CCCCCn1c(=O)[nH]c2ccsc2c1=O)NCc1cccs1	-2	10	1	0.9	1	-7	2	0.9	-4	1
Cc1nnc(-c2ccc(Cl)cc2)nc1NCCN(C)C	15	13	0.9	0.9	1.1	-13	5	0.9	-8	0.9
COc1ccc(C(=O)NC2CCN(C(=O)NC3CCCCC3)CC2)cc1	-2	12	1.1	0.9	1	-6	6	1	-3	0.9
Cc1ccc(C2=N/C(=C\c3cccnc3)C(=O)O2)cc1	66*	8	1	0.9	1	-4	9	1	-3	0.9
Nc1nonc1C(=O)NCCNS(=O)(=O)c1ccc(F)cc1	-6	3	1	1	1	-6	8	1.1	3	0.9
CC(C)C1Nc2ccc(C(=O)O)cc2C2C=CCC21 (stereo unspecified)	-6	42	1.3	0.6	1.1	-8	7	1.1	-7	0.9

In another format: results already given
SMILES: Cc1cccc(C)c1NC(=O)CCCSc1nnnn1C
  L major viab = -4 | Diaphorase inh = 17 | PMI activator = 0.9 | Diaphorase act = 0.8 | TNAP act hi DEA = 1.1 | TNAP inh no acc = -14 | bIAP inhibitor = 1 | PMI act satM6P = 0.9 | TNAP inh hiacc = -6 | bIAP activator = 1
SMILES: COc1ccccc1NC(=O)Cc1cccs1
  L major viab = 6 | Diaphorase inh = 17 | PMI activator = 0.8 | Diaphorase act = 0.8 | TNAP act hi DEA = 1 | TNAP inh no acc = -7 | bIAP inhibitor = 5 | PMI act satM6P = 0.9 | TNAP inh hiacc = 0 | bIAP activator = 0.9
SMILES: Cc1nnc(-c2ccc(Cl)cc2)nc1NCCN(C)C
  L major viab = 15 | Diaphorase inh = 13 | PMI activator = 0.9 | Diaphorase act = 0.9 | TNAP act hi DEA = 1.1 | TNAP inh no acc = -13 | bIAP inhibitor = 5 | PMI act satM6P = 0.9 | TNAP inh hiacc = -8 | bIAP activator = 0.9
SMILES: CC(C)c1ccc(N(C(=O)C(F)(F)F)C(C(=O)NC2CCCCC2)c2ccncc2)cc1 (stereo unspecified)
  L major viab = 1 | Diaphorase inh = 12 | PMI activator = 0.9 | Diaphorase act = 0.9 | TNAP act hi DEA = 1 | TNAP inh no acc = -4 | bIAP inhibitor = -3 | PMI act satM6P = 0.9 | TNAP inh hiacc = -3 | bIAP activator = 1
